High-throughput results: PubChem BioAssay, several laboratories
SIAH1 antagonists: blockers of Siah-1 interaction with plectin peptide – biochemical, fluorescence polarization, rhodamine-plectin, uHTS, primary screen (AID 1817). Siah-1 / rhodamine-plectin peptide fluorescence polarization; higher % means a stronger effect. displacement, % at 20 µM; hits with a dose series show IC50 in µM. hit rate 0.02% among 290,000;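 active means displacement of at least 50% at 20 µM, with a fluorescence ratio check between 0.3 and a set limit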;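 further: plate controls were Siah plus tracer with DMSO for no effect and tracer alone without Siah for full effect; strong numbers were not always called active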
Lipid droplet: modulators of hepatic lipid droplet formation | AML12 mouse hepatocytes, oleate lipid droplets, BODIPY imaging | inhibition, % at 6.5 µM | hit rate 0.4% among 240,000 | AID 1656;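 active means lipid droplet intensity inhibited by at least 50%, with more than 500 cells counted; inconclusive means wells with under 300 cells, treated as cytotoxic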
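Assay system: AML12 hepatocytes (mouse) / Also added: 100 µM oleic acid challenge / Times: overnight treatment with compound plus oleate / Detection: high-content imaging of BODIPY-stained droplets and DAPI nuclei / Evaluation: % inhibition of lipid droplet signal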
AID2073: disruptors of CaV2.2 binding to Mint1 – biochemical, HTRF (AID 2073). HTRF protein-protein interaction, Mint1-CaV2.2; higher % means a stronger effect. inhibition, % at 20 µM, or IC50 in µM where a hit was titrated. hit rate 0.19% among 290,000; in the data active means inhibition mostly above about 51%, no sharp cut-off; inconclusive means no clear call, values can overlap the other calls; inactive means mostly below about 53%; further: some results filed as inactive read as strong as hits
Myeloid diff 2: promotes myeloid progenitor differentiation. hit rate 1% among 360,000. AID 624256. ER-HoxA9 myeloid progenitors, lysozyme-GFP differentiation, flow cytometry. calls only at 10 µM;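 active means normalized GFP-positive differentiation at or above the plate's own cutoff, the solvent-only control mean plus 3 SD; inconclusive means no clear call, values can overlap the other calls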;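 further: cells exposed to compound for four days before flow analysis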
HIV peptide binding: cell-free HIV fusion peptide-binding blockers – biochemical, uHTS, fluorescence dequenching, primary screen (AID 1986); cell-free peptide binding, fluorescence dequenching, 30 min; higher % means a stronger effect; inhibition, % at 20 µM, or IC50 in µM where a hit was titrated; hit rate 0.3% among 290,000; in the data active means inhibition mostly above about 52%, no sharp cut-off; inactive means mostly below about 76%; further: some results filed as inactive read as strong as hits
Dengue-2 NS5 capping: flavivirus cap methylation enzyme inhibition – biochemical, confirmation dose response, primary screen (AID 588689); Dengue-2 NS5 methyltransferase capping enzyme assay, biochemical; higher % means a stronger effect; hit rate 0.3% among 340,000; one-dose inhibition, % at 25 µM; IC50 in µM for titrated hits; in the data active means a potency from the dose series; inconclusive means inhibition above about 29% without an active follow-up result
XIAP displacement: small molecules displacing peptide from XIAP – biochemical, IAP family, fluorescence polarization (AID 1018); XIAP BIR domain, fluorescence polarization peptide displacement; higher % means a stronger effect; one-dose displacement, % at 20 µM; IC50 in µM for titrated hits; hit rate 0.007% among 200,000; in the data active means displacement above about 50%; further: a part of the inactive calls stands beside numbers as strong as those of hits
LYP inhibition: inhibitors of LYP phosphatase, biochemical, fluorescence intensity, uHTS (AID 1779). inhibition, % at 11.5 µM; hits with a dose series show IC50 in µM. recombinant LYP phosphatase, fluorescence intensity; higher % means a stronger effect. hit rate 0.054% among 290,000;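 further: plate controls were vehicle with enzyme for no effect and no enzyme for full effect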
NOD2 inhibition: NOD2 signaling inhibitors, cell-based, luminescence, uHTS, HEK293 (AID 1566); HEK293 NOD2/NF-kB luciferase reporter, luminescence; higher % means a stronger effect; inhibition, % at 4 µM, or EC50 in µM where a hit was titrated; hit rate 0.63% among 290,000; further: many of its hits are not listed in these tables
Lipid droplet cells 6.5 µM: recorded beside Lipid droplet, whose call it bears; cell count; measured here: cell count, cytotoxicity flag;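 cells counted across two imaged fields per well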
Dengue-2 NS5 capping pilot replicate: recorded beside Dengue-2 NS5 capping, whose call it bears; inhibition, %; measured here: pilot screen replicate inhibition
Myeloid diff 2 GFP+ MAC1+ %: second read-out of Myeloid diff 2, no call of its own (marks repeat the call); GFP+ MAC1+ double positive, %; measured here: differentiation confirmed by MAC1 staining
Numbers without * were called inactive; i = inactive; ? = inconclusive; . = not tested or not shown. Unless noted, no stated cut-off is given here; in the data, active means inhibition above about 50%; inactive means the rest. Not all compounds are listed (hit frequency here may not be typical).

Sample of the layout (10 entries):
SMILES | SIAH1 antagonists | Lipid droplet | Lipid droplet cells 6.5 µM | AID2073 | Myeloid diff 2 | Myeloid diff 2 GFP+ MAC1+ % | HIV peptide binding | Dengue-2 NS5 capping | XIAP displacement | LYP inhibition | NOD2 inhibition | others
COC(=O)c1[nH]c2cc(OC)ccc2c1NC(=O)c1nonc1C | 1% | . | . | 1% | i | 0.7 | -2.6% | -2% | -3.7% | -6% | -4%
Cc1nc2ccccc2c(=O)n1/N=C/c1ccccc1O | 0% | 14 | 698 | 9% | i | 0.2 | -2.2% | -6% | . | -4% | -25%
OC[C@@H]1CCCN1Cc1nc(-c2cccs2)no1 | -3% | -7 | 732 | 0% | i | 0.2 | -0.5% | -7% | -9.2% | -8% | -11%
CCOC(=O)c1c(C)cc(C)[nH]c1=O | -6% | -22 | 682 | 28% | i | 0.5 | 3.7% | . | 0.0% | -8% | 23%
Cn1c(=O)oc2cc(S(=O)(=O)Nc3ccc4c(c3)OCO4)ccc21 | -7% | . | . | -9% | i | 1.9 | 24% | -1% | -0.6% | -8% | -12%
CCOc1cc(C(=O)N/N=C/c2ccoc2)cc(OCC)c1OCC | 14% | -6 | 620 | -3% | i | 0.8 | -1.1% | 7% | . | -9% | 6%
COc1ccc(S(=O)(=O)n2cnc3cc(C)c(C)cc32)cc1C | 0% | -32 | 673 | 0% | i | 6.7 | -0.3% | -6% | -4.6% | 0% | 21%
C/C(=N/NS(=O)(=O)c1ccc(C)cc1)c1ccc(NC(=O)C(F)(F)F)cc1 | 8% | 8 | 591 | -1% | i | 0.1 | 3.0% | -1% | -4.2% | -5% | 2%
CCCc1cc(C(=O)NNC(=S)Nc2cccc(C)c2)cs1 | -6% | -43 | 609 | -10% | i | 0.4 | 0.0% | 4% | -5.6% | -9% | -43%
CCOc1ccc(C(C)=O)cc1NC(=O)/C=C\C(=O)O | 2% | 19 | 743 | 7% | i | 0.0 | 1.2% | -4% | -2.7% | -8% | -3%

All compounds of this part, repeating the preview:
SMILES | SIAH1 antagonists | Lipid droplet | Lipid droplet cells 6.5 µM | AID2073 | Myeloid diff 2 | Myeloid diff 2 GFP+ MAC1+ % | HIV peptide binding | Dengue-2 NS5 capping | XIAP displacement | LYP inhibition | NOD2 inhibition | others
COC(=O)c1[nH]c2cc(OC)ccc2c1NC(=O)c1nonc1C | 1% | . | . | 1% | i | 0.7 | -2.6% | -2% | -3.7% | -6% | -4%
Cc1nc2ccccc2c(=O)n1/N=C/c1ccccc1O | 0% | 14 | 698 | 9% | i | 0.2 | -2.2% | -6% | . | -4% | -25%
OC[C@@H]1CCCN1Cc1nc(-c2cccs2)no1 | -3% | -7 | 732 | 0% | i | 0.2 | -0.5% | -7% | -9.2% | -8% | -11%
CCOC(=O)c1c(C)cc(C)[nH]c1=O | -6% | -22 | 682 | 28% | i | 0.5 | 3.7% | . | 0.0% | -8% | 23%
Cn1c(=O)oc2cc(S(=O)(=O)Nc3ccc4c(c3)OCO4)ccc21 | -7% | . | . | -9% | i | 1.9 | 24% | -1% | -0.6% | -8% | -12%
CCOc1cc(C(=O)N/N=C/c2ccoc2)cc(OCC)c1OCC | 14% | -6 | 620 | -3% | i | 0.8 | -1.1% | 7% | . | -9% | 6%
COc1ccc(S(=O)(=O)n2cnc3cc(C)c(C)cc32)cc1C | 0% | -32 | 673 | 0% | i | 6.7 | -0.3% | -6% | -4.6% | 0% | 21%
C/C(=N/NS(=O)(=O)c1ccc(C)cc1)c1ccc(NC(=O)C(F)(F)F)cc1 | 8% | 8 | 591 | -1% | i | 0.1 | 3.0% | -1% | -4.2% | -5% | 2%
CCCc1cc(C(=O)NNC(=S)Nc2cccc(C)c2)cs1 | -6% | -43 | 609 | -10% | i | 0.4 | 0.0% | 4% | -5.6% | -9% | -43%
CCOc1ccc(C(C)=O)cc1NC(=O)/C=C\C(=O)O | 2% | 19 | 743 | 7% | i | 0.0 | 1.2% | -4% | -2.7% | -8% | -3%
COCCNC(=O)C(c1cccs1)N(Cc1ccccc1)C(=O)Cn1nnc2ccccc21 (configuration not stated) | 0% | 17 | 792 | -1% | i | 0.7 | 2.0% | 5% | -2.8% | -9% | 8%
CCCOC(=O)c1c(N)sc(C(=O)OCC)c1C | 2% | 16 | 688 | -4% | i | 1.0 | 2.0% | -5% | -1.6% | -6% | -4%
COC(=O)c1ccccc1NC(=O)Cn1cnc2ccc(S(=O)(=O)N3CCC(C)CC3)cc2c1=O | 2% | 2 | 744 | 11% | i | 0.2 | 4.5% | -5% | -3.4% | 17% | 3%
Cc1cc([N+](=O)[O-])cc(C)c1OCC(=O)N/N=C/c1ccc(OC(=O)c2ccccc2Br)cc1 | 0% | -6 | 720 | 13% | i | 1.1 | 3.9% | -6% | -10% | 7% | -9%
COc1ccc(N(C)S(=O)(=O)c2cccc(C(=O)NC3=NCCS3)c2)cc1 | 1% | -14 | 595 | -2% | i | 0.7 | 0.2% | 12% | -7.9% | -1% | 3%
CCc1cc2c(Nc3ccccc3O)nc(C)nc2s1 | 10% | . | . | 14% | i | 0.9 | 1.5% | -1% | . | -4% | 33% | Dengue-2 NS5 capping pilot replicate=3.0
Cc1sc2c(c1C)c(=O)nc1scc(CC(=O)O)n12 | 2% | 23 | 759 | 1% | i | 2.1 | -0.6% | 2% | -2.7% | -10% | 14%
COc1ccc(NC(=O)CSc2nc3cccnc3n2C)cc1 | 2% | -8 | 621 | 2% | i | 0.2 | -2.9% | -1% | -5.6% | -13% | 10%
CC(C)n1c(O)c(N=NC(=O)CNC(=O)CCc2ccccc2)c2ccccc21 | -6% | 2 | 765 | 3% | i | 0.6 | -1.4% | -6% | . | -1% | 6%
CCOC(=O)C1CCN(C(=O)Cn2ncc3c([nH]c4ccccc43)c2=O)CC1 | 4% | 7 | 746 | 12% | i | 4.8 | 0.5% | -7% | . | 2% | -1%
Cc1cccc(-n2ncc3c(NC4CCCCC4)ncnc32)c1 | 14% | -1 | 715 | -12% | i | 2.9 | -2.2% | -1% | -3.5% | -1% | 7%
Cc1cccc2c(=O)oc(-c3ccccc3Cl)nc12 | 13% | -3 | 799 | 1% | i | 0.5 | 1.3% | -2% | . | -5% | -3% | Dengue-2 NS5 capping pilot replicate=3.0
N#CC1=C2N=C(N)c3c(sc4c3CCCCC4)N2C2=C(C(=O)CCC2)C1c1ccccc1 (configuration not stated) | -4% | . | . | -15% | i | 0.0 | -0.2% | -5% | 2.2% | 4% | 18%
CCCC(=O)N(Cc1cc(=O)[nH]c2ccccc12)c1ccc(OC)cc1 | -3% | -20 | 679 | 8% | i | 0.5 | 1.3% | -4% | . | -7% | 17%
Cn1c(SCC(=O)N2CCCc3ccccc32)nnc1-c1cccs1 | 0% | . | . | -6% | i | 1.0 | 6.6% | -1% | -7.3% | -7% | 17% | Dengue-2 NS5 capping pilot replicate=-3.6

New compounds follow.
SMILES | SIAH1 antagonists | Lipid droplet | Lipid droplet cells 6.5 µM | AID2073 | Myeloid diff 2 | Myeloid diff 2 GFP+ MAC1+ % | HIV peptide binding | Dengue-2 NS5 capping | XIAP displacement | LYP inhibition | NOD2 inhibition | others
COC(=O)Cn1nc(-c2ccccc2)c2ccccc21 | -4% | 12 | 699 | -7% | i | 0.6 | -0.6% | -11% | -4.5% | -6% | 2%
CC/C(Cc1ccccc1)=N\NC(=O)c1cc([N+](=O)[O-])cc([N+](=O)[O-])c1 | 4% | -14 | 652 | 6% | i | 0.5 | -2.5% | -6% | 0.3% | -9% | 8%
CC1(C)CC(=NO)CC(C)(C)N1 | 0% | . | . | ? | i | 0.7 | -0.4% | 0% | -2.9% | -2% | -10%
O=C(CC1(O)C(=O)Nc2ccccc21)c1cccc(Br)c1 (configuration not stated) | -2% | 2 | 632 | 2% | i | 1.0 | -3.3% | -4% | -5.4% | -4% | 14%
COc1cc2c(cc1OC)-c1n[nH]c(=S)n1C(C)(C)C2 | 4% | -13 | 665 | -20% | i | 0.4 | -1.3% | -7% | -4.6% | -5% | 21%
CN(C)c1nc(SCCOC(=O)c2ccccc2)nc(N(C)C)n1 | 0% | -22 | 414 | -8% | i | 1.0 | -1.6% | 3% | -5.9% | 0% | -20%
CC(=O)N1CCN(c2ccc(NCc3cccs3)cc2)CC1 | 3% | 0 | 717 | -31% | i | 0.2 | -1.8% | 21% | -4.2% | -7% | -19%
Cc1nn(-c2ccccc2)c2c1C(c1ccncc1)C(C#N)=C(N)O2 (configuration not stated) | -3% | 2 | 637 | -11% | i | 0.5 | -3.2% | 37% | -15% | 3% | 7%
CS(=O)(=O)Nc1ccccc1C(=O)NCCSCc1ccccc1 | 2% | -6 | 703 | 23% | i | 0.3 | 0.7% | 1% | -1.5% | -6% | -5%
CCN1C(=O)C2C(C1=O)N1C(c3cccs3)C3C(=O)N(CC)C(=O)C3N1C2c1cccs1 (configuration not stated) | 1% | . | . | 1% | i | 0.7 | -0.9% | -1% | -0.2% | 4% | -2%
CC(C)OP(=O)(OC(C)C)/C(C=O)=N\Nc1ccc([N+](=O)[O-])cc1 | 0% | 6 | 787 | -1% | i | 0.4 | -0.3% | -2% | . | -1% | 18%
O=C(O)CCc1nnc(SCC(=O)Nc2ccc(Br)cc2)[nH]c1=O | 5% | 4 | 655 | -5% | i | 0.2 | 2.7% | . | -5.5% | -8% | -14%
COc1cccc(C(=O)COc2ccc3ccc(=O)oc3c2)c1 | 4% | 13 | 679 | 1% | i | 0.7 | -0.2% | 0% | -6.1% | 0% | 5%
COc1ccc(-c2ccc(S(=O)(=O)N3CCOCC3)cc2)cc1 | -5% | -8 | 661 | 9% | i | 4.9 | 2.8% | -5% | -10% | -4% | -3%
N=c1c2c(-c3ccccc3)c(-c3ccccc3)n(Cc3ccco3)c2ncn1CCO | -2% | -21 | 712 | 16% | i | 1.0 | 0.0% | -2% | -0.7% | -1% | 8%
O=C(CSc1nccc2ccccc12)N1CCN(c2ccccn2)CC1 | 0% | . | . | 10% | i | 3.0 | -1.4% | -5% | -3.1% | -2% | 12%
CC(C)n1c(C(O)c2ccccc2)nc2ccccc21 (configuration not stated) | 1% | . | . | 5% | i | 1.7 | -0.1% | -3% | -6.4% | -1% | 12%
CC1(C)CC(=O)C=C(NCc2ccc(C(=O)O)cc2)C1 | -7% | 38 | 658 | -10% | i | 0.5 | 0.1% | -8% | . | -10% | 10%
COC(=O)NNC(=O)/C=C/c1ccccc1 | 7% | 15 | 634 | 2% | i | 0.2 | 2.8% | 0% | -0.4% | -10% | -7%
